# Source: PubChem (Sanford-Burnham Center for Chemical Genomics)
# Scp-1 inhibitor = inhibitors of human Scp-1 phosphatase; Q9GZU7; Recombinant Scp1, phosphopeptide, malachite green phosphate absorbance; inhibition, % at 20 µM; hit rate 0.88% among 340,000; AID 493091;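 active = inhibition above about 50% at 20 µM, limit read from the data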;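 note: plate controls were DMSO wells with enzyme for no effect and wells lacking enzyme for full effect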
# Target sequence (Q9GZU7 76-261 limits assumed): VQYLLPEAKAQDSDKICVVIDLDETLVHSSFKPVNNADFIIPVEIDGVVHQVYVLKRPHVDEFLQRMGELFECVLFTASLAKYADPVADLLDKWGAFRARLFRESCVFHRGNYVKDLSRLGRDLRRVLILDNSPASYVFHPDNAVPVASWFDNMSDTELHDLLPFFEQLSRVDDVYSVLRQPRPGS
#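 Times: enzyme reaction 45 min at room temperature, colour 5 min, stabilisation 30 min. Material: SCP-1 catalytic fragment, aa 76-261. Medium: Acidic Tris acetate buffer with magnesium and detergent. Signal: colorimetric free-phosphate detection, absorbance 630 nm. Read-out basis: % inhibition of SCP-1 phosphate liberation. Reagent: Phosphorylated 17-residue peptide substrate.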
# Numbers without * were called inactive. This is a subset. The share of hits here may be higher or lower than overall.
SMILES,Scp-1 inhibitor
O=C1[C@H]2[C@H](C=CC[C@H]2C(=O)N2CCOCC2)CCN1Cc1ccc(Cl)c(Cl)c1,3
Cc1ccc2nc(NC(=O)c3cccc(-c4cc5ccccc5oc4=O)c3)sc2c1,5
CC1CCCCC1NC(=O)/C(C#N)=C/c1ccc2c(c1)OCCO2 (stereo unspecified),-2
O=C(c1ccc(-c2nc3ccccc3s2)s1)N1CCOCC1,-6
COc1ccc(CN2CCNC(=O)C2CC(=O)NCc2csc(C(C)C)n2)c(OC)c1 (stereo unspecified),3
CC(C)=CCc1c(-c2ccc(O)cc2O)oc2c3c(cc(O)c2c1=O)OC(C)(C)C=C3,-1
CN=C1S/C(=C\c2cccn2-c2cccc(Br)c2)C(=O)N1C,-5
O=C(O)C1OC(Oc2c(-c3ccc(O)c(O)c3)oc3cc(O)cc(O)c3c2=O)C(O)C(O)C1O (stereo unspecified),47
CC1(C)Cc2c(c(-c3ccccc3)nc3sc4c(=O)[nH]c(=S)[nH]c4c23)CO1,3
COc1cc(NS(=O)(=O)c2ccc(NC(=O)COc3ccccc3Cl)cc2)nc(OC)n1,-9
CCOc1cc(CO)c(Br)cc1OCC(=O)O,-3
O=C(O)Cn1nnc(-c2ccc(OCc3ccccc3Cl)cc2)n1,-8
COc1cc(C)nc(N2CCCC(C(=O)NC3CCC(C)CC3)C2)n1 (stereo unspecified),-4
COC(=O)Cc1c(C)c2ccc(OCC(=O)c3ccc(OC)c(OC)c3)cc2oc1=O,-16
COC(=O)c1sc(SC)nc1N,-3
COC(=O)[C@@]1(Cc2ccc(OC)cc2)[C@H]2c3cc(C(=O)N(C)C)n(Cc4ccc(OC(F)(F)F)cc4)c3C[C@H]2CN1C(=O)c1ccccc1,-7
COC(=O)C1=C(COc2ccccc2)NC(=O)NC1c1ccc(Cl)cc1 (stereo unspecified),22
O=Cc1cc2cc3c(cc2nc1Cl)OCCO3,3
CCn1c2ccc(OC)cc2c2nc3ccccc3nc21,14
CC(=O)Nc1nccc(-c2cc(-c3ccccc3)no2)n1,-2
CCn1ccc(C(=O)Nc2ccc(S(=O)(=O)Nc3ccccc3OC)cc2)n1,-2
O=C(NCCc1ccccc1)c1ccc(-c2ccccc2C(F)(F)F)o1,97*
CCOCCCn1c(C)nc2c(c1=O)c1nc3ccccc3nc1n2-c1ccc2c(c1)OCCO2,-7
CC(=O)OCC(=O)[C@@]12OC(C)(C)O[C@@H]1C[C@H]1[C@@H]3C[C@H](F)C4=CC(=O)C=C[C@]4(C)[C@@]3(F)[C@@H](O)C[C@@]12C,-4
O=C(NC(=S)Nc1ccc(CN2CCOCC2)cc1)c1ccc(-c2ccc(Cl)cc2)o1,1
O=C(Nc1ccccc1)Nc1ccc(Oc2ncnc3cc(Cl)ccc23)nc1,-8
O=C(NC(=O)N1CCN(c2ccc([N+](=O)[O-])cn2)CC1)c1c(Cl)cccc1Cl,-7
NC(=O)CC[C@@H]1NC(=O)[C@@H]2CCCN2C(=O)c2cc([N+](=O)[O-])cc(I)c2NCCC[C@@H](C(N)=O)NC1=O,-14
COC(=O)[C@H](Cc1ccccc1)NC(=O)O[C@H]1C(=O)c2ccc(OC)cc2O[C@@H]1c1ccc2c(c1)OCO2,-11
Cc1noc(C)c1CSc1nnc2cc(C)c3ccccc3n12,-14
Cc1onc(-c2c(F)cccc2Cl)c1C(=O)Nc1cccc(S(=O)(=O)N2CCCCC2)c1,-8
CC(C)On1c(SCC(=O)N(C)C)nc2ccccc2c1=O,-27
O=C(Cn1nc2sc3ccccc3n2c(=O)c1=O)c1ccc(Cl)cc1,4
O=C(c1cnn(C(=O)c2cccc(S(=O)(=O)N3CCOCC3)c2)c1)c1cc(Cl)cc(Cl)c1O,-19
Cc1ccc(Cn2c(C(C)Nc3nc(C)cs3)nc3cc(Cl)c(Cl)cc32)cc1 (stereo unspecified),1
NC(=O)C1(N2CCCCC2)CCN(C(=O)Nc2ccccc2C(F)(F)F)CC1,9
CCCCCCc1cc2cc(-c3nnc(-c4cc(OC)c(OC)c(OC)c4)o3)c(=O)oc2cc1O,0
CC(C)N(C(=O)Cn1c(SCC(=O)N2CCN(c3ccccc3)CC2)nc2ccccc21)C(C)C,16
CC(C)n1c(SCC(=O)Nc2nncs2)nnc1-c1ccco1,94*
COC(=O)c1cc(C(=O)c2ccccc2)n2c(=O)/c(=C\N(C)C)sc12,2

# Among those listed so far, these contain bromine:
SMILES,Scp-1 inhibitor
CN=C1S/C(=C\c2cccn2-c2cccc(Br)c2)C(=O)N1C,-5
CCOc1cc(CO)c(Br)cc1OCC(=O)O,-3

# The listing continues.
SMILES,Scp-1 inhibitor
O=c1[nH]c(=O)n(Cc2ccccc2)c2nc(-c3cccs3)n(CCO)c12,-9
CC[C@]12C(=O)N(C)C[C@H]([C@@H]3C(=O)N(Cc4ccccc4)C(=O)[C@@H]31)N2C(=O)c1ccc(C(F)(F)F)cc1,-4
COc1ccccc1NC(=O)c1ccc([N+](=O)[O-])o1,-11
COc1ccc([C@H]2Oc3cc(O)cc(O)c3C(=O)C2[C@@H]2C(=O)c3c(O)cc(O)cc3O[C@@H]2c2ccc(OC)cc2)cc1 (stereo partly specified),-9
O=C1N[C@@H](Cc2ccccc2)C(=O)N2[C@H]3Nc4ccccc4[C@@]3([C@]34C[C@H]5C(=O)N[C@@H](Cc6ccccc6)C(=O)N5[C@H]3Nc3ccccc34)C[C@@H]12,-5
Cc1noc(C)c1S(=O)(=O)N1CCC(C(=O)N2CCN(c3ccc(F)cc3)CC2)CC1,3
COc1ccc(CN(C)CC(=O)Nc2ccc(Cl)cc2F)c(OC)c1,-5
Cc1ccc(-c2csc(NC(=O)COC(=O)c3cccc(S(=O)(=O)N4CCOCC4)c3)n2)cc1,5
CCOC(=O)C1=C(C)OC(N)=C(C#N)C1c1cc2ccccc2nc1N1CCCCC1 (stereo unspecified),-2
N#C/C(=C\c1cccs1)C(=O)c1ccccc1Cl,-15
CCn1c(O)c(C2=c3ccccc3=NC2=O)c2cc(Br)ccc21,-2
Cc1cc(C)nc(NC(N)=NC(C)c2ccccc2)n1 (stereo unspecified),-7
COC(=O)c1ccccc1NC(=O)CC(NCc1ccccc1)C(=O)O (stereo unspecified),9
Cc1ccsc1/C=N/NC(=O)C1C(=O)NCC1c1ccccc1 (stereo unspecified),-6
C#CCOCCOCCOCCNc1nc(N2CCN(C(=O)C([C@@H](C)CC)n3cc(C(N)COC(=O)C(F)(F)F)nn3)CC2)nc(N2CCN(C(=O)C([C@@H](C)CC)n3cc(C(N)CC(C)C)nn3)CC2)n1 (stereo partly specified),1
Cc1c(C=C2C(=O)c3ccccc3C2=O)cc(C#N)n1C,-7
COCCn1c(-c2cc(OC)c(OC)c(OC)c2)nc2oc3cc(OC)ccc3c(=O)c2c1=O,17
O=C1N[C@H](Cc2ccccc2)C(=O)N[C@H]1Cc1cn(S(=O)(=O)c2ccccc2)c2ccccc12,-8
O=[N+]([O-])c1ccc(Sc2nnnn2-c2ccccc2)nc1,-8
CCOC(=O)C1=C(C)NC(C)=C(C(=O)OCC)C1c1nc2ccccc2[nH]1,0

# Structural class, the compounds so far with a thiophene ring, fused or not
SMILES,Scp-1 inhibitor
O=C(c1ccc(-c2nc3ccccc3s2)s1)N1CCOCC1,-6
CC1(C)Cc2c(c(-c3ccccc3)nc3sc4c(=O)[nH]c(=S)[nH]c4c23)CO1,3
O=c1[nH]c(=O)n(Cc2ccccc2)c2nc(-c3cccs3)n(CCO)c12,-9
N#C/C(=C\c1cccs1)C(=O)c1ccccc1Cl,-15
Cc1ccsc1/C=N/NC(=O)C1C(=O)NCC1c1ccccc1 (stereo unspecified),-6

# Later entries
SMILES,Scp-1 inhibitor
O=C1CCCCC1C(=O)c1ccccc1 (stereo unspecified),-8
CC(C)Cn1c(N)c(C(=O)COC(=O)c2cc(C3CC3)nc3ccccc23)c(=O)n(C)c1=O,-2
Cn1c(SCC(=O)Nc2ccc(N3CCOCC3)c(Cl)c2)nnc1-c1ccccc1,-6
CCCc1cc(SCC(=O)Nc2c(C)n(C)n(-c3ccccc3)c2=O)n2c(nc3ccccc32)c1C#N,98*
C=C1C(O)[C@@H]2O[C@]3(CC[C@H](/C=C/C(C)[C@@H]4CC(C)=CC5(O[C@H](C[C@@](C)(O)CO)CCC5O)O4)O3)CC[C@H]2O[C@@H]1C(O)CC(C)[C@H]1OC2(CCCCO2)CCC1C (stereo partly specified),-2
O=C(O)Cn1cc(/C=C2/SC(=O)N(CC(=O)N3CCCCCC3)C2=O)c2ccccc21,2
COc1ccc(/C(C)=N/Nc2nc3ccccc3n3cnnc23)cc1OC,-1
Brc1ccccc1CN1CCN(Cc2c[nH]c3ccccc23)CC1,-11
CCn1cc(C(=O)O)c(=O)c2cnc(N3CCN(C(=S)Nc4ccc(F)cc4)CC3)nc21,1
COC(=O)c1ccc(S(=O)(=O)c2ccc(C(=O)OC)s2)s1,-2
CCN1/C(=C/c2ccc3ccc(C)cc3[n+]2CC)Sc2ccccc21,64*
O=C(OCCN1C(=O)c2cccc3c(N4CCOCC4)ccc(c23)C1=O)c1cccc(Cl)c1,-13
CC(C)C[C@@H]1NC(=O)[C@H](C(C)C)NC(=O)c2cc([N+](=O)[O-])cc(I)c2NCC[C@@H](C(N)=O)NC1=O,0
Cc1c(NC(=O)COc2ccc3ccccc3c2)c(=O)n(-c2ccccc2)n1C,1
C[C@@H]1CCCCCCCCC(=O)OCCN(C(=O)OC(C)(C)C)[C@H](C)CCCCCCCCC(=O)OCCN(C(=O)OC(C)(C)C)[C@H](C)CCCCCCCCC(=O)OCCN1C(=O)OC(C)(C)C,-8
Clc1nc(Cl)nc(-c2cn(-c3ccccc3)c3ccccc23)n1,91*
CCOC(=O)CC(N)c1ccc2c(c1)OCO2 (stereo unspecified),0
NC(=O)c1ccccc1Nc1nc2nc3ccccc3c(=O)n2cc1Br,-3
CCCSc1sc(C(=O)OC)c(-c2cccs2)c1C#N,-10
Cc1cccc2c1Sc1ccc(Cl)cc1CC2N1CCNCC1 (stereo unspecified),-2

# Two entries from above, reformatted:
SMILES: COc1ccc(/C(C)=N/Nc2nc3ccccc3n3cnnc23)cc1OC
  Scp-1 inhibitor: -1

SMILES: Brc1ccccc1CN1CCN(Cc2c[nH]c3ccccc23)CC1
  Scp-1 inhibitor: -11

# (cont.)
SMILES,Scp-1 inhibitor
O=C(C1CC2CCC1C2)N1CCN(Cc2ccc3c(c2)OCO3)CC1 (stereo unspecified),5
NC(=O)C1CCN(c2nc(-c3ccc4c(c3)OCCO4)cs2)CC1,-3
CC(C)=CCc1c(-c2ccc(O)cc2O)oc2cc3c(c(O)c2c1=O)C=CC(C)(C)O3,-1
O=C(CC(=O)N/N=C/c1c(F)cccc1Cl)NCc1ccccc1,2
Oc1ccc(CN2CCC(Cc3ccccc3)CC2)c2cccnc12,5
Cc1ccc(S(=O)(=O)N2CCC(=O)N(C(COCc3ccc(Cl)c(Cl)c3)Cc3ccccc3)CC2)cc1 (stereo unspecified),-12
O=C(O)c1cc(S(=O)(=O)Nc2ccc3oc(=O)sc3c2)ccc1O,-1
OCCNc1nc(Nc2ccc(Br)cc2)nc2ccccc12,-6
Cc1occc1-c1nnc(SCC(=O)Nc2nccs2)n1CCc1ccccc1,0
CCC(C)NC(=S)N1CCN(C)CC1 (stereo unspecified),-7
O=C(CN1C2=NCCN2c2ccccc21)N1CCOCC1,-5
COc1cccc(-c2cc(=O)c3cc(NC(=O)c4ccc(N(C)C)cc4)ccc3[nH]2)c1,8
O=C(O)c1cc2sccc2s1,-4
COC(=O)c1cccc(OC(N)=O)c1,-2
COc1ccc(-c2cc(C(F)(F)F)c(C#N)c(SCC(=O)Nc3ccccc3C#N)n2)cc1,6
CCc1nc2sc3c(Cl)ncnc3c2c2c1CCCC2,-14
C=C(C)CN1C(=O)C(=O)N(CC(=C)C)C1=O,-7
COc1ccc(C2C=C(c3ccccc3)Nc3nc(CCCO)nn32)cc1 (stereo unspecified),-2
O=C(O)c1cc(O)c2c(c1)[C@@H]([C@H]1c3cc(C(=O)O)cc(O)c3C(=O)c3c(O[C@@H]4O[C@H](CO)[C@@H](O)[C@H](O)[C@H]4O)cccc31)c1cccc(O[C@@H]3O[C@H](CO)[C@@H](O)[C@H](O)[C@H]3O)c1C2=O,86*
Cc1ccc(/C=C/C(=O)c2ccc([N+](=O)[O-])o2)cc1,1
COC(=O)c1ccc(COc2ccc3c(C)c(C)c(=O)oc3c2C)o1,3
O=C(N/N=C/c1c(O)ccc2ccccc12)Nc1ccccc1,9
NC(=O)CC[C@@H]1NC(=O)[C@H](CO)NC(=O)c2cc([N+](=O)[O-])cc(I)c2NCCCC[C@@H](C(N)=O)NC(=O)[C@H](Cc2ccc(O)cc2)NC1=O,-3
COc1cc(C(=O)NCCN2C(=O)S/C(=C\c3ccc(F)cc3)C2=O)ccc1OCC(=O)N1CCOCC1,-4
Brc1ccc2[nH]c3c(N4CCc5ccccc5C4)ncnc3c2c1,12
NC(=O)[C@H]1CC2(CC(c3cccc(NC(=O)[C@H]4CCC(=O)N4)c3)=NO2)CN1C(=O)CC(c1ccccc1)c1ccccc1 (stereo partly specified),4
Cn1nnnc1Sc1ncnc2scc(-c3cccs3)c12,58*
O=C(NCc1cc(C(F)(F)F)cc(C(F)(F)F)c1)C1CC(c2ccccc2C(F)(F)F)=NO1 (stereo unspecified),-6
Clc1ccc(Cn2ncc3c(NCc4ccco4)ncnc32)c(Cl)c1,-3
CCCCCCNC(=O)N[C@@H](C(=O)NCCC[C@H]1CN2C(=NC[C@@H]2Cc2ccccc2)N1CCc1cccc(OC)c1)C(C)C,92*
CCc1nc(SCc2nnc(-c3ccc(C)cc3)o2)c2c(C)c(C)sc2n1,3
O=C(Nc1ccccc1-c1nnn(CC(=O)N2CCCc3ccccc32)n1)c1cccc(Cl)c1,-13
O=C(N/N=C/c1cc(Br)cc(Br)c1O)c1ccncc1,-3
